M4 PAM: CHRM4 positive allosteric modulation; P08173; CHO-K1 hM4/Gqi5, Fluo-8 calcium fluorescence, ACh EC20; 0% = ACh EC20, 100% = maximal ACh; activation, % at 3 µM; actives 0.4% (n = 360,000);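 active = activation above its plate's cutoff, the mean activation of sample wells plus 3 SD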; also: some results filed as inactive read as strong as hits
CRFR2-BP ag: agonists of human CRF-binding protein/CRF-R2 receptor complex. HEK293 CRF-R2/CRF-BP, calcium dye fluorescence (FLIPR); percent of saturating CRF peptide response. activation, % at 13.2 µM. actives 0.46% (n = 350,000). AID 588473;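 active = activation of at least 50%, plus an integration ratio under a set limit after plate pattern correction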;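 also: plate controls were neutral control wells without compound for no effect and CRF at EC100 for full effect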
p-CIP stab down: lowers stability of the mouse p/CIP coactivator protein; Q05BA5; F442A p/CIP-EGFP cells, EGFP fluorescence, 16 h; decrease of EGFP signal, % at 10 µM; actives 0.01% (n = 290,000); AID 1984;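 active = EGFP signal decrease of at least 30% at 10 µM or well 3 SD below plate mean, unless failing retest; inactive = the rest, including hits failing retest or dose response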; also: some compounds called inactive have numbers as strong as hits; many of its hits are not listed in these tables
MEKK3 PB1 HTS: modulators (inhibitors or enhancers) of MEK5 binding to human MEKK3 PB1 domain | AID 1529 | Q99759 | bead-based flow cytometry, Alexa488-MEK5 binding to MEKK3; actives lie on both sides; 0 = blocked by unlabeled MEK5, 100 = vehicle | binding response (% of control), % at 10 µM | actives 1.4% (n = 290,000);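 active = binding response more than 3 SD above or below the average of its plate-row segment, actives on both sides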;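 also: Alexa488 bead fluorescence after subtracting the streptavidin-only scavenger bead signal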
Target sequence (Q99759 whole entry, looked up, the tested form may be a part): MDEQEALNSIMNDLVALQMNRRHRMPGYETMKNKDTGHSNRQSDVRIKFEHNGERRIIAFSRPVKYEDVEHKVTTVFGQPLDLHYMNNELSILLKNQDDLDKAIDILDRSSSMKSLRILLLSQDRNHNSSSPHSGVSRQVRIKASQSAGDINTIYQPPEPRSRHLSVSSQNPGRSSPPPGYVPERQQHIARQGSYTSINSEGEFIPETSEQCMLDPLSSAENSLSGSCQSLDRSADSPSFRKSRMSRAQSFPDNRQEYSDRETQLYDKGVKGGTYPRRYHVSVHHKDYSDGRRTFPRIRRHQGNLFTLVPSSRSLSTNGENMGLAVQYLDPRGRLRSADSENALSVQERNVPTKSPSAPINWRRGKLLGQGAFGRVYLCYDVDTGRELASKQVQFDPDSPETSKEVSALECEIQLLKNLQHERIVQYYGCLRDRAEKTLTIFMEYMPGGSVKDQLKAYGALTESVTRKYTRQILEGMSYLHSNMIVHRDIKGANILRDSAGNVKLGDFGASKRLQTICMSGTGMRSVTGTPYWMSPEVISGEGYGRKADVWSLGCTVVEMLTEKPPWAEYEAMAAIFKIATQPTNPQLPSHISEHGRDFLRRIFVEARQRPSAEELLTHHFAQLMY
CRFR2-BP antag: antagonists of CRF-binding protein/CRF-R2 receptor complex | HEK293 CRF-R2/CRF-BP, CRF-induced calcium fluorescence | inhibition, % at 11.8 µM | actives 0.59% (n = 350,000);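 active = inhibition of the ligand-induced calcium signal above about 50% at the single tested concentration, limit read from the data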
IDE cell inh: cellular human IDE inhibition | HEK cells, FAbetaB cleavage, fluorescence polarization | actives 0.41% (n = 320,000) | AID 434962 | inhibition, % at 5.59 µM;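 active = percent inhibition above the average of all tested compounds plus 3 SD, set per screening campaign, cut at about 16% in these data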;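 also: IDE supplied by intact live HEK cells; FP after avidin binding of uncleaved biotin substrate so inhibition keeps polarization high; 0% = DMSO wells and 100% = 60 µM reference IDE inhibitor Ii1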
GalR3 antagonist: antagonists of human GalR3. AID 651719. inhibition, % at 3 µM. HEK293 GalR3-CNG cAMP membrane potential fluorescence; galR3 body fused to GalR1 C-terminus. O60755. actives 0.44% (n = 360,000);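 active = inhibition above the screen-wide average plus 3 SD, cut at about 13% in these data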;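 also: forskolin and galanin both at EC90 stimulate the cells; cAMP rise reported by CNG channel membrane potential dye signal; 0% = forskolin plus galanin with DMSO and 100% = forskolin alone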
Target sequence (O60755 1-299 limits assumed): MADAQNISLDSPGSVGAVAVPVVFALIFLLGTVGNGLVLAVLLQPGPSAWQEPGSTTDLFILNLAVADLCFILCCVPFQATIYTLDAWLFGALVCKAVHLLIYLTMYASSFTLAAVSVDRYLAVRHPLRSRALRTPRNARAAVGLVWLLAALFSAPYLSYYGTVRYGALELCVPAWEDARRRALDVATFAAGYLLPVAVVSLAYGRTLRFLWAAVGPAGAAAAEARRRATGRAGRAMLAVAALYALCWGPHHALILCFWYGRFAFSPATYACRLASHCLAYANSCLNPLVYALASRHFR
IDE cell activ: activators of human insulin-degrading enzyme in cells | HEK cells, FAbeta-B cleavage, fluorescence polarization; 0% vehicle, 100% cell-free pure enzyme wells | activation, % at 5.96 µM | actives 0.073% (n = 340,000) | AID 493087;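 active = activation above the mean of all tested compounds plus 3 SD, set per screening campaign, cut at about 17% in these data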
PHOSPHO1 inh: blocks human PHOSPHO1 phosphatase activity | Q8TCT1 | recombinant PHOSPHO1, absorbance phosphatase assay | inhibition, % at 13.3 µM | actives 1.1% (n = 290,000) | AID 1565; in the data active = inhibition above about 60%
Active calls of the source: *; / = not tested or not shown. This is a random part of the collection. Share with any hit: about 4.2%.

SMILES	M4 PAM	CRFR2-BP ag	p-CIP stab down	MEKK3 PB1 HTS	CRFR2-BP antag	IDE cell inh	GalR3 antagonist	IDE cell activ	PHOSPHO1 inh
Cc1ccc(-c2nc3c(cnn3-c3ccccc3)c(=O)o2)cc1	11	5.8	-2	78	-13	1	-7	2	2
O=[N+]([O-])c1cccc(C2CC(c3ccccc3)=NN2c2ccccc2)c1 (stereo unspecified)	-9	1.2	1	103	10	4	-6	5	35
Cc1oc(-c2ccccc2Cl)nc1CSCC(=O)NC1CCCC1	-2	0.0	-2	93	-3	4	-3	-2	13
Cc1onc(-c2c(Cl)cccc2Cl)c1C(=O)ONC(=O)c1ccccc1	-3	0.6	-11	90	7	3	-7	4	25
COc1ccc(CNC(=O)c2ccc(Cl)c(S(=O)(=O)N3CCOCC3)c2)cc1OC	-2	0.8	/	/	-7	1	/	0	/
CC(C)(C)NS(=O)(=O)c1ccc(NC(=O)C2CC(=O)N(CCc3ccc(F)cc3)C2)cc1 (stereo unspecified)	5	-0.8	-23	102	-5	1	-8	1	19
CC(=O)NC1=NN(C(C)=O)C(C)(c2cccs2)S1 (stereo unspecified)	1	4.2	-2	105	-5	8	-4	7	0
COc1ccccc1CNC(=O)c1nn(C)c2c1CS(=O)(=O)c1ccccc1-2	-4	-1.2	8	96	14	-4	-7	4	-3
O=C(CCc1nc(-c2ccccn2)no1)NCc1ccc2c(c1)OCO2	0	1.0	-7	92	11	0	-5	5	12
O=C(N/N=C/c1ccc(O)c([N+](=O)[O-])c1)C(O)(c1ccccc1)c1ccccc1	2	-1.5	-3	102	13	4	-1	1	-106
NS(=O)(=O)c1ccc(CCNC(=O)Cc2ccc(S(=O)(=O)N3CCCC3)s2)cc1	-6	-0.2	-10	100	-2	3	-4	-2	2
Cc1ccc(-c2csc3nc[nH]c(=S)c23)cc1	8	-1.5	-15	99	17	8	-2	-24	28
COc1cc(CCC(=O)NNC(=O)c2ccc(C)cc2)cc(OC)c1OC	10	-2.2	-17	101	-1	4	-6	4	28
CCCc1nnc(NC(=O)C2CCCO2)s1 (stereo unspecified)	1	2.4	-13	100	-14	1	-5	1	15
COc1ccc(NC(=O)/C(=C\c2ccncc2)NC(=O)c2ccccc2)cc1	-3	-0.6	4	100	8	5	-3	-1	-16

Ordered by molecular weight (descending): part of the list above
SMILES	M4 PAM	CRFR2-BP ag	p-CIP stab down	MEKK3 PB1 HTS	CRFR2-BP antag	IDE cell inh	GalR3 antagonist	IDE cell activ	PHOSPHO1 inh
COc1ccc(CNC(=O)c2ccc(Cl)c(S(=O)(=O)N3CCOCC3)c2)cc1OC	-2	0.8	/	/	-7	1	/	0	/
COc1ccccc1CNC(=O)c1nn(C)c2c1CS(=O)(=O)c1ccccc1-2	-4	-1.2	8	96	14	-4	-7	4	-3
O=C(N/N=C/c1ccc(O)c([N+](=O)[O-])c1)C(O)(c1ccccc1)c1ccccc1	2	-1.5	-3	102	13	4	-1	1	-106
COc1ccc(NC(=O)/C(=C\c2ccncc2)NC(=O)c2ccccc2)cc1	-3	-0.6	4	100	8	5	-3	-1	-16
COc1cc(CCC(=O)NNC(=O)c2ccc(C)cc2)cc(OC)c1OC	10	-2.2	-17	101	-1	4	-6	4	28
Cc1oc(-c2ccccc2Cl)nc1CSCC(=O)NC1CCCC1	-2	0.0	-2	93	-3	4	-3	-2	13
O=C(CCc1nc(-c2ccccn2)no1)NCc1ccc2c(c1)OCO2	0	1.0	-7	92	11	0	-5	5	12
O=[N+]([O-])c1cccc(C2CC(c3ccccc3)=NN2c2ccccc2)c1 (stereo unspecified)	-9	1.2	1	103	10	4	-6	5	35
CC(=O)NC1=NN(C(C)=O)C(C)(c2cccs2)S1 (stereo unspecified)	1	4.2	-2	105	-5	8	-4	7	0
Cc1ccc(-c2csc3nc[nH]c(=S)c23)cc1	8	-1.5	-15	99	17	8	-2	-24	28
CCCc1nnc(NC(=O)C2CCCO2)s1 (stereo unspecified)	1	2.4	-13	100	-14	1	-5	1	15

(cont.)
SMILES	M4 PAM	CRFR2-BP ag	p-CIP stab down	MEKK3 PB1 HTS	CRFR2-BP antag	IDE cell inh	GalR3 antagonist	IDE cell activ	PHOSPHO1 inh
O=C(COC(=O)c1ncc(Cl)c(Cl)c1Cl)NNC(=O)c1ccccc1	10	-0.7	/	/	9	-1	-5	9	/
COc1cc(OC)cc(-c2c(-c3ccc(F)cc3)c3cc(-c4ccc(OC)nc4)ccc3n2C)c1	12	-0.1	/	/	4	7	3	3	/
COc1ccc(CCNC(C)C(=O)Nc2ccc(S(N)(=O)=O)cc2)cc1 (stereo unspecified)	2	0.0	-2	109	-9	-2	-12	4	24
CC(C)(C)[C@@H]1C=C(C(=O)NC2CC2)O[C@H](OCc2ccc(CO)cc2)C1	3	-0.1	-2	105	9	4	-7	-2	14
O=C(/C=C/c1ccc(Cl)cc1)NC1CCS(=O)(=O)C1 (stereo unspecified)	-2	-0.2	-2	103	4	-2	5	3	36
COc1ccc(NC(=O)COc2cccc3c2OC(C)(C)C3)c(OC)c1	-1	-0.8	/	/	13	/	-5	-3	/
COc1ccc(-c2nc(NCCCN(C)C)c3ccccc3n2)cc1	-7	-0.1	17	103	7	0	-7	4	19
O=C(COC(=O)c1cncc(Br)c1)Nc1nnc(-c2ccccc2)o1	-3	2.6	-30	106	-5	1	-3	3	25
Cc1ccc(-c2csc(N3CCN(c4ccc5nc(-c6ccncc6)n(CCN6CCCCC6)c5c4)CC3)n2)cc1	1	3.5	-12	101	-2	3	/	0	51
CC(C)N(C(=O)C(=O)c1cccn1-c1ccccc1C#N)C(C)C	17*	-1.8	2	104	4	6	-5	5	8
CCCNc1nc2c(c(=O)n(C)c(=O)n2C)n1CCc1ccccc1	9	-0.5	-9	103	-5	-2	-9	3	23
CCCC1(CCC)NC(=O)N(CC(=O)c2cc(C)n(-c3ccc4c(c3)OCO4)c2C)C1=O	0	-1.7	1	108	-53	2	-2	5	-1
COc1cc(CO)c(Br)cc1OCC(N)=O	-5	1.2	-5	103	1	0	-3	15	29
O=C(NN1C(=O)/C(=C\c2ccc(O)c([N+](=O)[O-])c2)SC1=S)c1ccccc1Cl	-13	0.8	-12	98	6	-2	-7	1	6
CCNC(=O)C(=O)Nc1cc2c3c(c1)CCC(=O)N3CCC2	-2	-0.2	-2	102	7	1	-7	1	65*
COC(=O)Cc1c(C)nc2nc(NCc3ccc(Cl)cc3)[nH]n2c1=O	-4	-2.9	-6	/	4	3	-2	3	80*
O=C(Nc1ccc(F)cc1F)NC1CCCc2ccccc21 (stereo unspecified)	0	1.7	0	102	-4	-5	-2	0	32
O=C(CCc1nc2ccccc2c(=O)[nH]1)Nc1ccccc1N1CCCCC1	-1	-1.8	/	/	-10	/	-1	/	/
COc1ccc(S(=O)(=O)c2ccc(OC)cc2)cc1	4	1.7	-4	107	4	4	-2	2	3
CCCCCOC(=O)C1[C@H]2C(=O)N(CCCOC)C[C@]23C=C[C@H]1O3 (stereo partly specified)	/	3.7	-3	101	3	2	/	/	7
O=C(O)c1ccc(COc2ccccc2Cl)cc1	-13	2.6	-16	102	15	3	-6	10	-34
CC1CCN(CCCCOc2ccc(C(C)(C)C)cc2)CC1	-20	2.3	-3	111	-19	-6	-12	-3	42
COc1ccc(NC(=O)C(c2ccccn2)N(C(C)=O)c2ccc(C)cc2)cc1 (stereo unspecified)	-10	-1.0	-1	101	-14	-2	2	0	5
NC(=O)c1ccc(NC(=O)c2cc(S(=O)(=O)N3CCCCC3)ccc2N2CCOCC2)cc1	5	-1.0	/	/	1	-2	-7	4	/
CCN(CC)S(=O)(=O)c1ccc(Cl)c(NC(=O)COc2ccc3c(C)cc(=O)oc3c2)c1	-4	0.1	5	91	-10	11	5	2	14
CC1CCC2(CC1)NC(=O)N(CC(=O)c1cccn1C)C2=O (stereo unspecified)	16	-0.1	-9	101	-9	4	-3	8	0
Nc1ccc(-c2ccc(N)cc2C(F)(F)F)c(C(F)(F)F)c1	3	-5.2	-8	102	4	-3	-5	4	4
CCC(C(=O)Nc1nccs1)(C(F)(F)F)C(F)(F)F	-1	4.3	-11	101	10	-4	-6	6	10
Cc1ccccc1CNC(=O)C1CCC(=O)N(C2CC2)C1 (stereo unspecified)	4	0.3	5	101	11	8	-4	7	14
CCOC(=O)/C(=C\c1ccc(N2CCC(c3ccccc3)=N2)cc1)C(C)=O	3	99*	/	/	-105	/	-4	-84	/
Cc1ccc(C(CNS(=O)(=O)c2ccc(C)cc2)N2CCN(C)CC2)cc1 (stereo unspecified)	0	-1.1	/	/	3	-1	-6	3	/
COc1ccccc1NCCC(=O)OCC(=O)Nc1ccc(Cl)cn1	-4	1.0	3	/	1	5	0	-2	-8
O=C(Nc1ccccc1F)C(=O)Nc1cccc2ccccc12	-2	-2.7	-1	93	-6	2	-11	-4	15
Cc1cc2c(Nc3ccccc3O)ncnc2s1	-6	-2.7	/	/	-3	/	-5	/	/
CCn1c(SCC(=O)N(C)C2CCS(=O)(=O)C2)nnc1-c1ccccc1 (stereo unspecified)	-6	1.3	2	89	-15	9	0	6	-10
CC(C)(C)S(=O)(=O)c1ccc2nc3c(n2c1)CCCC3	4	0.3	-9	103	0	4	-1	-3	-10
COC(=O)C1=C(C)Nc2[nH]c(=S)[nH]c(=O)c2C1c1ccc(OC)cc1 (stereo unspecified)	-7	0.9	-7	98	-5	0	-5	3	24
O=C(CCN1C(=O)c2ccccc2C1=O)N1CCN(C(=O)c2ccccc2)CC1	3	-2.3	7	104	1	4	0	6	22
COC(=O)c1sc(N2C(=O)C(=O)/C(=C(/O)c3ccc(C)cc3)C2c2ccco2)nc1C (stereo unspecified)	/	0.3	11	95	-9	0	/	/	0
CCCS(=O)(=O)N1CCCC(C(=O)NCCN(CC)c2ccccc2)C1 (stereo unspecified)	-17	-0.4	4	98	-2	-7	-2	-2	44
Cc1ccc(S(=O)(=O)c2nnn3c2nc(N2CCOCC2)c2ccccc23)cc1	-2	-0.5	8	97	43	7	-8	-4	15
CC(=O)NS(=O)(=O)c1ccc(NC(=O)/C=C/c2ccc(C)o2)cc1	-6	0.4	-7	104	6	1	0	-7	45
O=S(=O)(NCCc1ccccc1)c1cnc(Cl)c(Br)c1	-4	-0.1	2	98	-8	/	-1	1	/
CCN(CC)S(=O)(=O)c1cc(C(=O)Nc2ccccc2C(=O)O)ccc1OC	2	-1.2	-4	88	7	1	-3	-1	4
CCn1cc(S(=O)(=O)c2ccc(Cl)cc2)c(=O)c2cc(OC)ccc21	-1	-1.0	4	102	-7	3	-9	-2	50
COCCCNC(=S)Nc1ccc(N2CCCCC2)cc1	-18	1.2	0	100	-4	-1	1	-3	-19
COc1ccc(Cc2nnc(NC(=O)c3c(-c4ccccc4)noc3C)s2)cc1	-3	1.3	7	86	-2	1	-7	3	-3

Screening results deposited in PubChem BioAssay by several laboratories.
